Screens: PubChem, Broad Institute
F508del corr = correctors of CFTR F508del function in bronchial epithelial cells | CFBE cells, YFP halide quenching; stimulated with forskolin plus potentiator P3; % fluorescence drop versus neutral controls | AID 720511 | actives 0.36% (n = 350,000) | activity (quench increase), % at 7.58 µM;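 active = mean added fluorescence quench of at least 8% versus neutral control, with both replicates also reaching 8%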;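 note: cells transiently co-express mutant CFTR-F508del with the halide-sensitive YFP; corrector assay measuring rescue of mutant channel to the surface after 24 h compound exposure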
Cneo AK release = causes C. neoformans cell lysis. adenylate kinase release luminescence, 4 h; normalised: neutral wells 0, clomiphene wells 100. lysis activity, % at 15 µM. actives 0.2% (n = 360,000). AID 651654;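 active = mean lysis activity across replicates of at least 80%, whatever share of replicates individually reach that level; inactive = mean lysis activity below 80%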
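Test system: log-phase Cryptococcus neoformans yeast cells. Input: 5 × 10^6 yeast cells/mL. Medium: fresh YPD growth medium. Doses: single dose. Incubation: static 4 h at 37 °C with compound, 1 h detection. Measured by: luminescent adenylate kinase detection reagent. Read-out: signal increase indicating cell lysis. Benchmarks: Clomiphene.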
PglD inh = inhibitors of Campylobacter jejuni PglD acetyltransferase; purified PglD enzyme, DTNB colorimetric CoA detection; inhibition, % at 12.5 µM; actives 0.098% (n = 360,000); AID 602405; in the data active = inhibition above about 16%, passing the limit was not always enough; note: strong numbers were not always called active
PGC1a acetyl inh = PGC1a acetylation modulation, inhibitor mode. inhibition, % at 15.6 µM. actives 0.17% (n = 350,000). AID 651687. U2OS PGC1a acetylation, AlphaScreen anti-acetyl-lysine; with virally co-expressed GCN5 acetyltransferase;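 active = every replicate shows inhibition of at least 40%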;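 note: 0% = neutral control wells and 100% = positive control wells; some results beyond the cut were filed as inactive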
Statin myotox sup = protects C2C12 myotubes from simvastatin toxicity. actives 0.78% (n = 330,000). ATP luminescence, 48 h; scaled: DMSO 0, geranylgeraniol control 100. rescue of ATP level, % at 7.49 µM;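 active = mean ATP rescue above about 67%, or every replicate alone reaching that limit, limit read from the data, passing the limit was not always enough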;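 note: myotubes were challenged with 10 µM simvastatin during compound exposure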
FN deposit inh = fibronectin deposition inhibition | inhibition, % at 12.6 µM | AH1F fibroblasts, Alexa488-fibronectin deposition fluorescence, overnight | AID 743247 | actives 0.086% (n = 350,000);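 active = mean inhibition across replicates of 30% or more, regardless of how many single replicates reach that level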;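 note: positive control wells lacked labelled fibronectin entirely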
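Material: AH1F fibroblast monolayer depositing Alexa488-labelled fibronectin into matrix | Input: 10000 AH1F cells/well | Medium: DMEM plus 2% serum, read in PBS | Reagent: Alexa488-fibronectin, 24 nM final in well | Compound dosing: One dose per compound, pinned | Schedule: 1 h adhesion, overnight exposure | Measured by: Fluorescence at 485 nm excitation, 525 nm emission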
miR122 inh = miR-122 inhibition in Huh7 cells. Huh7 miR-122 Renilla luciferase sensor, 48 h; neutral wells = 0, positive control = 100. activation (reporter increase), % at 12.5 µM. actives 0.3% (n = 340,000). AID 602342;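 active = mean replicate activation score at least 90 and every replicate individually at or above 90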;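 note: higher luciferase means less miR-122 activity so hits act as miR-122 inhibitors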
INS-1E GSIS act = primary screen for activators of insulin secretion dependent on glucose, INS-1E cells, GLuc reporter luminescence; INS-1E GLuc reporter insulin secretion, 2-3 h; activation, % at 16.6 µM; actives 0.61% (n = 370,000);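 active = lowest replicate activation of at least 40%, so every replicate reaches that level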;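 note: 0% = median of neutral control wells and 100% = median of IBMX positive control wells; some compounds called inactive have numbers as strong as hits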
An asterisk follows results filed as active; . = no result given; [ ] = another dose, or the depositor's remark. No enrichment for hits. About 2.1% of those tested had a hit in this group.

Every second line gives: Statin myotox sup, Cneo AK release, PGC1a acetyl inh, F508del corr, PglD inh, INS-1E GSIS act, FN deposit inh, miR122 inh
1	O=C(NC(c1ccc(F)cc1)c1ccc2ccccc2n1)C1CCN(Cc2ccc3ccccc3n2)CC1 (stereo not drawn)
  11, 5, -14, 0.1, 1, -11, 0, -7
2	COc1ccc(C(=O)N/C(=C\c2cn(S(=O)(=O)N(C)C)c3ccccc23)C(=O)NCCN2CCOCC2)cc1
  -6, 0, -1, -3.8, -1, 1, -6, 8
3	O=C(O)c1ccccc1C(=O)OCc1ccccc1
  -1, -1, 3, ., -2, 6, ., 1
4	C[C@@H]1CN([C@H](C)CO)S(=O)(=O)c2ccc(-c3cccnc3)cc2O[C@@H]1CN(C)C(=O)NC1CCCC1
  -8, 3, -10, -0.1, -4, 8, -4, 6[16.7 µM]
5	Cc1ccc(NC(=O)Nc2cc(C(F)(F)F)c[nH]c2=O)cc1
  -76, -2, 19, 3.0, -4, -1, 14, 5
6	Nc1cc(-c2ccc(Br)cc2)nc2cc(-c3ccccc3)nn12
  -2, ., 21, -1.9, ., 3, ., -1
7	O=C(CCS(=O)(=O)c1ccc2c(c1)NC(=O)CS2)NCc1ccccc1Cl
  -7, -2, ., ., -5, ., ., 0
8	O=C(CN1CCOCC1)N1CCCCN2[C@H](C1)[C@H](c1ccc(-c3ccccc3F)cc1)[C@@H]2CO
  -16, 0, -6, -0.7, -1, 13, ., -3[16.7 µM]
9	O=C(Cc1ccncc1)NCC[C@H]1CC[C@H](NC(=O)C2CCOCC2)[C@@H](CO)O1
  3, 2, 1, -0.4, -2, 1, 7, .
10	CN1CCN(CC(=O)Nc2nc3c(s2)CCCC3)CC1
  1, -5, 0, -1.7, 3, 12, -17, 1
11	Cc1ccc(-c2nnc(-c3ccc(NC(=O)c4cccs4)cc3)o2)cc1
  0, 3, 7, 0.1, 0, 20, ., .
12	CCCNC(=O)N1C[C@H](C)[C@@H](OC)CN(C)C(=O)c2ccc(NC(=O)CCC)cc2OC[C@@H]1C
  ., ., -1, 0.9, ., -4, -12, .
13	CC(=O)N1N=C(c2cccc([N+](=O)[O-])c2)OC1(C)c1cccs1 (stereo not drawn)
  4, -2, -2, -0.3, 2, -1, 2, 3
14	O=S(=O)(/N=C(/c1ccc(Cl)cc1)N1CCOCC1)c1ccc(Cl)cc1
  -2, 4, 12, ., -7, ., ., -1
15	Oc1ccc(NCc2cccs2)cc1
  7, 3, ., -3.4, 4, ., -4, .
16	CC(C)c1ccc(NC2CCCN(C(=O)CCn3cnnn3)C2)cc1 (stereo not drawn)
  2, -1, ., 1.6, -2, 7, ., 0
17	O=C(CC1CC1)Nc1ccc2c(c1)[C@H]1C[C@H](CC(=O)N3CCOCC3)O[C@@H](CO)[C@H]1O2
  -4, 5, 6, 0.0, 8, 5, -7, 3[16.7 µM]
18	C[C@@H]1CN([C@@H](C)CO)C(=O)c2cccc(NC(=O)NC3CCCCC3)c2O[C@H]1CN(C)CC1CCCCC1
  -13, 1, 0, 0.1, 4, 6, ., 32[16.7 µM]
19	Cn1c(C(=O)OC(C(=O)NCc2ccco2)c2ccncc2)cc2sccc21 (stereo not drawn)
  -1, -1, 4, ., -3, ., ., 5
20	O=C(COc1ccccc1)OCc1cc(-c2ccco2)on1
  3, -1, 2, -1.2, -2, 26, -6, -3
21	Cc1ccc(-n2nnc(-c3nccs3)n2)cc1
  -36, -4, 13, 3.0, -1, 4, -8, 100*
22	CN(C)CCCNc1nc(-c2ccccc2)c2c(c1C#N)CC(C)(C)OC2
  ., -2, -6, -1.7, -2, 14, 4, .
23	CCC(=O)Nc1ccc2c(c1)C(=O)N(C)C[C@@H](OC)[C@H](C)CN(C(=O)c1ccccc1F)[C@@H](C)CO2
  -7, -1, 0, -3.2, 0, -11, -5, 13[16.7 µM]
24	CC(C)(C)c1cnnn1-c1ccc(-c2csc(N)n2)cc1
  9, 1, 2, -1.2, -9, 7, ., .
25	Cc1ccc(S(=O)(=O)CCC(=O)Nc2ccccc2Br)cc1
  2, 0, ., 0.2, 2, 9, -5, .
26	Cc1cc(NC(=O)C2CC=CCC2C(=O)O)ccc1NC(=O)c1ccccc1 (stereo not drawn)
  -9, 4, 3, 1.7, 17, 9, ., -6
27	CCCNC(=O)N1[C@H](C#N)[C@H](c2ccccc2)[C@@H]1CO
  -7, 42, 0, -0.8, -3, 5, -3, .
28	O=C(NC(c1ccc(Cl)cc1)c1ccsc1)C1CCN(Cc2cccc(Cl)c2)CC1 (stereo not drawn)
  -17, -6, -24, -0.1, 4, ., 4, -10
29	CCOC(=O)c1ccc(S(=O)(=O)N2CCN(C3CC(=O)N(c4ccccc4C(F)(F)F)C3=O)CC2)cc1 (stereo not drawn)
  -13, 0, -1, 1.7, 0, 13, 2, 3
30	Cc1ccc(CNC(=O)C(=O)NCC2CCCN2S(=O)(=O)c2cc(C)ccc2C)cc1 (stereo not drawn)
  ., 1, ., -5.1, -2, -46, 8, .

Every second line gives: Statin myotox sup, Cneo AK release, PGC1a acetyl inh, F508del corr, PglD inh, INS-1E GSIS act, FN deposit inh, miR122 inh
31	C[C@@H]1CN([C@@H](C)CO)S(=O)(=O)c2ccc(Br)cc2O[C@H]1CN(C)S(=O)(=O)c1cccc(F)c1
  0, 4, -4, -1.9, 1, -1, -6, 0[16.7 µM]
32	Cc1cc(C(=O)NNC(=S)NC(C)c2ccccc2)c2ccccc2n1 (stereo not drawn)
  -17, 3, 9, ., 7, ., ., -8
33	COc1ccc(C(=O)O/N=C2\CCCc3nonc32)cc1
  ., -8, 7, ., -8, 12, -1, -3
34	Cc1nn(C)c(C(=O)Nc2ccc(Cl)c([N+](=O)[O-])c2)c1Cl
  -7, ., 2, ., ., 47, -8, 2
35	COc1ccc2c(c1)C1(Nc3ccccc3C(=O)N1c1ccccc1)C(=O)N2 (stereo not drawn)
  5, ., ., -1.2, ., 6, ., 0
36	Cc1sc(N)nc1C12CC3CC(CC(C3)C1)C2
  ., ., -6, 1.5, ., 18, 1, .
37	CCN1CCCC1CNC(=O)c1cc(N)ccc1OC (stereo not drawn)
  ., 2, -1, -0.9, 1, 30, -10, 3
38	C[C@@H]1CCCCO[C@@H](CN(C)CC2CCCCC2)[C@H](C)CN([C@H](C)CO)C(=O)c2cc(NC(=O)Cc3ccccc3)ccc2O1
  ., 55, 4, 1.0, 0, -12, ., -4[16.7 µM]
39	Cc1cc(C)c2oc(C(=O)Nc3nnc(C(C)C)s3)cc(=O)c2c1
  9, ., -28, -0.7, ., 6, 2, 13
40	COc1ccc(S(=O)(=O)N2CCN(CC(=O)Nc3ccccc3OC)CC2)cc1
  -15, 3, -5, -2.3, 2, 3, -3, .
41	Cc1ccc(S(=O)(=O)N(C)C[C@@H]2Oc3ccc(NC(=O)Nc4c(C)noc4C)cc3CC(=O)N([C@H](C)CO)C[C@H]2C)cc1
  -6, -1, 7, -4.1, -1, 2, ., 1[16.7 µM]
42	O=C(Nc1nc(-c2ccc3c(c2)OCO3)cs1)C1COc2ccccc2O1 (stereo not drawn)
  -19, -2, ., -3.7, -2, -48, 8, -3
43	COc1ccc(OC)c(S(=O)(=O)Nc2cccc3c(O)cccc23)c1
  ., -1, 7, 0.3, 0, ., 6, -1
44	COc1ccc(-n2nc(C(=O)NCC(=O)NC3CCCCCC3)c3ccccc3c2=O)c(OC)c1
  0, 4, -14, 2.2, 0, -11, -4, 7
45	CN(C)C(=O)C[C@@H]1CC[C@H](NS(=O)(=O)c2ccccc2)[C@@H](CO)O1
  1, -3, -2, -2.2, 4, -9, 3, 21[16.7 µM]
46	COc1ccc(C(=O)N2CCC(C(=O)NCc3ccccn3)CC2)cc1
  114*, -4, -1, ., 3, 1, ., -1
47	C#CCNc1cc(-c2ccccc2)nc2ncnn12
  ., ., ., -2.1, ., 20, -4, -10
48	O=C(C[C@H]1CC[C@H]2[C@@H](COC[C@H](O)CN2S(=O)(=O)c2cccc(Cl)c2)O1)Nc1ccc(-c2ccccc2)cc1
  4, -3, -1, 2.6, 0, -7, -4, -13[16.7 µM]
49	COc1ccc(S(=O)(=O)N2CCOCC2)cc1NC(=O)COc1ccc2c(C)cc(=O)oc2c1
  23, -2, 5, -2.0, 5, 11, 3, -7
50	CCOC(=O)N1CCN(C(=O)CSc2cc(C)nc3c(-c4ccccc4OC)c(C)nn23)CC1
  -6, 4, 3, ., -3, ., ., 2
51	COCCCNC(=O)CC1Oc2ccccc2NC1=O (stereo not drawn)
  -2, -3, 3, 2.5, -2, -7, -2, -7
52	Cc1noc(C)c1NC(=O)N(C)C[C@H]1OCCCC[C@@H](C)Oc2ccc(NC(=O)CCC(F)(F)F)cc2C(=O)N([C@@H](C)CO)C[C@H]1C
  ., -1, 6, -4.1, 0, 12, ., -3[16.7 µM]
53	Cc1c(S(=O)(=O)N2CCCC(C(=O)O)C2)cnn1C (stereo not drawn)
  1, 1, -8, -1.8, -1, 13, 7, 3
54	CCCN1C(=O)c2ccccc2NC1c1cc(OC)c(OC)c(OC)c1 (stereo not drawn)
  1, 2, 3, ., 2, ., 6, -7
55	CN(C)Cc1c(-c2ccc(Cl)cc2)nc2ccccn12
  -26, 2, -14, -0.8, -1, 19, -3, 2
56	Cc1noc(C)c1S(=O)(=O)Nc1cccc2c1O[C@@H](CN(C)S(=O)(=O)c1cccs1)[C@@H](C)CN([C@@H](C)CO)C2=O
  -28, -2, -3, 4.0, -1, 6, ., -3[16.7 µM]
57	COc1ccc(C(=O)NCCc2nnc3ccc(SCC(=O)N4CCCCC4)nn23)cc1
  ., 3, ., 3.7, -2, 17, ., .
58	C[C@@H]1CN([C@H](C)CO)C(=O)c2cccc(NC(=O)Nc3ccccc3)c2O[C@H]1CN(C)Cc1ccc(-c2ccccc2)cc1
  61, -3, -5, -1.3, 1, -12, ., 6[16.7 µM]
59	CSc1c(SCc2ccccc2)cnn(Cc2ccccc2)c1=O
  ., 0, ., ., 5, -12, 4, 9

Compound profiles, from the list above. Order of values: Statin myotox sup	Cneo AK release	PGC1a acetyl inh	F508del corr	PglD inh	INS-1E GSIS act	FN deposit inh	miR122 inh
Profile of COc1ccc(S(=O)(=O)N2CCOCC2)cc1NC(=O)COc1ccc2c(C)cc(=O)oc2c1 → 23	-2	5	-2.0	5	11	3	-7
Profile of Cc1noc(C)c1S(=O)(=O)Nc1cccc2c1O[C@@H](CN(C)S(=O)(=O)c1cccs1)[C@@H](C)CN([C@@H](C)CO)C2=O → -28	-2	-3	4.0	-1	6	.	-3[16.7 µM]
